Measles CPE – protection of cells from measles virus; hit rate 1.5% among 140,000; protection (pct of control), % at 4 µM; Measles virus-infected cells, CPE protection, absorbance; in the data active means protection mostly above about 24%, no sharp cut-off; inactive means mostly below about 26%; further: some compounds called inactive have numbers as strong as hits
E-sel TNF inh – blocks E-selectin expression induced by TNF alpha. HUVEC TNFa-induced E-selectin immunofluorescence, high content. inhibition, % at 2 µM. hit rate 0.71% among 120,000;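 active means inhibition above the batch mean plus 3 SD, and confirmed as a hit on visual image review, cut at about 43% in these data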;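 further: 0% = TNF-stimulated DMSO wells and 100% = unstimulated control wells; not every result past the cut was called active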
PTEN del growth – suppresses growth of cells with PTEN deletion; HCT116 PTEN-null viability, CellTiter-Glo, 60 h; stronger effect = lower value; viability, % at 10 µM; hit rate 1.2% among 140,000; AID 827;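 active means viability at or below a set limit, 4 SD under the median of all tested compounds, cut at about 3.7% in these data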;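 further: PTEN knockout HCT116 line with beta catenin targeted HCT116 as companion control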
bCat KO growth – beta-catenin-lacking colon tumor cell growth suppression; HCT116 beta-catenin knockout viability, CellTiter-Glo, 60 h; stronger effect = lower value; viability, % at 10 µM; hit rate 1.5% among 140,000;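 active means viability at or under a set limit, the compound median less 4 SD, cut at about 6% in these data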;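 further: 0% = Hyamine 1622 control at 20 µM and 100% = untreated cell control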
Phagocyt inh – inhibitors of macrophage phagocytosis. J774A.1 macrophage IgG-bead phagocytosis, imaging. hit rate 0.07% among 110,000. AID 1029. inhibition, % at 5 µM;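 active means inhibition above the mean of the plate negative controls plus 5 SD, cut at about 13% in these data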;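 further: phagocytic index as fraction of beads internalized from green versus red external bead signal; plate controls were DMSO negative control for no effect and cytochalasin-D positive control for full effect; some results beyond the cut were filed as inactive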
NPY-Y2 antag – blocks the human neuropeptide Y Y2 receptor; P49146; NPY-Y2 expressing cells, antagonist mode; inhibition, % at 2.7 µM; hit rate 0.99% among 140,000; in the data active means inhibition above about 17%;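 further: 0% = vehicle with agonist challenge and 100% = reference antagonist with challenge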
Target sequence (P49146 whole entry, looked up): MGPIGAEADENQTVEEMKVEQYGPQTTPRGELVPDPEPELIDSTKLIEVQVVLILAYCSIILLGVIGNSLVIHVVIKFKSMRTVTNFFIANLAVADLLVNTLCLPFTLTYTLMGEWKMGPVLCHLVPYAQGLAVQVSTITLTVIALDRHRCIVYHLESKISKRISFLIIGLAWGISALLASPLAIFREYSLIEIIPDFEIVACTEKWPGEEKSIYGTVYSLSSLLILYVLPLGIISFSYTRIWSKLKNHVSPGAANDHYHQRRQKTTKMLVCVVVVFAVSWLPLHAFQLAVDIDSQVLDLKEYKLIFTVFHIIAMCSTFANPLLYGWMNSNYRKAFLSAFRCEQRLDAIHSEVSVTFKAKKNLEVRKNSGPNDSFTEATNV
BB579 growth dn – reduces growth of yeast BB579 in restrictive medium. S. cerevisiae BB579 growth, OD615, 48 h. inhibition, % at 10 µM. hit rate 0.51% among 140,000;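 active means inhibition above a set limit, 3 SD over the mean compound inhibition, cut at about 44% in these data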; further: inactives centre near -24
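Test system: S. cerevisiae DeaD strain BB579 yeast; Medium: restrictive CSMM-D medium; Compound: one dose, 10 µM compound with 0.25% DMSO; Incubation: 4 h cell preincubation, 48 h compound exposure, 30 °C humidified; Signal: OD at 615 nm; Benchmarks: amphotericin B at 10 µg/mL as positive control.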
GALR2 blocker – blocks the human galanin receptor 2 | hit rate 0.39% among 140,000 | O43603 | GALR2-expressing cells, antagonist mode | inhibition, % at 4 µM; in the data active means inhibition above about 27%;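 further: cells stimulated with galanin 1-16 at roughly its EC80; 0% = agonist challenge control and 100% = basal control without agonist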
Target sequence (O43603 whole entry, looked up): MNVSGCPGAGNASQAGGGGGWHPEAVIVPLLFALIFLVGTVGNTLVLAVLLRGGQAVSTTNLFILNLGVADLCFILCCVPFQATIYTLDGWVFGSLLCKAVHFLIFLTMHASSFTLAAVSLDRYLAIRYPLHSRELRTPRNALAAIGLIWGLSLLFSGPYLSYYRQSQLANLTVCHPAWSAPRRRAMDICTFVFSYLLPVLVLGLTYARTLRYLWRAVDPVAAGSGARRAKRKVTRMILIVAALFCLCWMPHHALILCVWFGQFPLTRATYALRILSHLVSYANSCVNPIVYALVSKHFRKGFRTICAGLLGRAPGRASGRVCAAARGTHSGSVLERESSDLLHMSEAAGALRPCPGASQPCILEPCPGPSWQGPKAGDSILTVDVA
MRP-1 activ – activators of MRP-1; H69AR cells + doxorubicin, viability rescue, CellTiter-Glo; viability increase, % at 10 µM; hit rate 0.61% among 140,000;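 active means viability gain under doxorubicin at or above a set limit, the compound median plus 3 SD, cut at about 4.7% in these data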;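 further: MRP-1 overexpressing cells given doxorubicin 25 µM after compound pretreatment; 18-22 h compound pretreatment then 72 h with doxorubicin before readout; 0% = doxorubicin-only wells and 100% = vehicle-treated cells without doxorubicin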
Yeast life ext – extends the lifespan of yeast. S. cerevisiae growth with nicotinamide, OD615; deaD strain in restrictive glucose medium. inhibition of the nicotinamide effect, % at 10 µM. hit rate 0.68% among 130,000;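 active means inhibition above a set limit, placed 3 SD over the median of all compounds, cut at about 26% in these data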;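 further: 0% = nicotinamide-treated wells and 100% = cells grown without nicotinamide; some compounds called inactive have numbers as strong as hits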
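Assay system: engineered S. cerevisiae DeaD replicative-lifespan strain, galactose-grown log-phase cells; medium: restrictive CSMM-D dextrose medium; also added: nicotinamide, 1.5 mM, co-present with compound; schedule: 48 h compound exposure at 30 °C, humidified; detection: absorbance at 615 nm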
Starred values were filed as active, the others as inactive; x = not tested or not shown.

SMILES	Measles CPE	E-sel TNF inh	PTEN del growth	bCat KO growth	Phagocyt inh	NPY-Y2 antag	BB579 growth dn	GALR2 blocker	MRP-1 activ	Yeast life ext
CN(C)S(=O)(=O)N1CCN(C(=O)c2cccs2)CC1	5	6	84	98	2	1	-38	-2	-2.0	-2
Cc1nnc(SCC(=O)Nc2sccc2C#N)n1Cc1ccccc1	13	-20	102	84	1	2	-16	3	-2.5	-5
O=C(NC1CCCc2ccccc21)c1cncc(Br)c1 (centres undefined)	5	1	99	108	x	1	-17	4	-3.9	-1
COC(=O)c1cccc(N(C(=O)c2ccco2)C(C(=O)NC2CCCC2)c2ccco2)c1 (centres undefined)	7	-10	92	91	x	0	-37	-3	-4.2	x
Cc1cc(C)cc(N=Cc2[nH]c3ccc(Br)c(Cl)c3c2O)c1	-1	x	75	75	-11	5	-9	12	-0.5	-1
Cn1c(=O)[nH]c(=O)c2c1nc(NCCCn1ccnc1)n2Cc1cccc(Br)c1	26	-7	84	79	x	4	-40	6	-2.6	-6
CCCn1c(SCC(=O)NCCc2ccccc2)nnc1-c1ccco1	6	6	101	95	x	6	-16	7	-1.0	x
CCCCC(=O)Nc1cccc(NC(=O)c2ccccc2Br)c1	11	-75	94	88	-1	1	-5	9	-1.2	-6
CC(=O)NCc1ccc(S(=O)(=O)N/N=C/c2ccc(N(C)C)cc2)cc1	27	x	99	93	-13	4	-10	7	-1.1	-1
CCOc1ccc(/C=C2/SC(=O)NC2=S)cc1	15	-5	85	93	-9	1	-29	-2	-4.3	-4
CCOC(=O)c1ccccc1NC(=O)CSc1nnnn1C	6	0	98	98	x	1	-36	-2	-0.6	x
COc1cccc(C(Nc2ccccn2)c2c(NC(=O)c3ccco3)sc(C)c2C)c1 (centres undefined)	24	-14	84	82	-8	4	-14	4	0.6	6
CCc1cc[n+](/C(C(=S)Nc2cccc(C)c2)=C(/[O-])c2ccc(C)c([N+](=O)[O-])c2)cc1	7	1	80	83	1	3	-38	13	-0.2	2
CC(=O)c1n[nH]nc1Nc1nc(C)cc(C)n1	26	-9	89	96	x	-1	-24	-6	-0.5	x
CC(C)CC(=O)Nc1ccc(-c2nc3ccccc3c(=O)o2)cc1	6	-6	101	98	-2	1	-5	0	-1.1	-4
Nc1nc(-c2ccc3ccccc3c2)c(C2(O)C(=O)Nc3c(Br)cc(F)cc32)s1 (centres undefined)	11	-21	83	86	x	0	-76	-3	-1.1	-5
Cc1cc(NS(=O)(=O)c2ccc(N3C(=O)C4C5C=CC(C5)C4C3=O)cc2)nc(C)n1 (centres undefined)	7	x	111	100	-9	4	12	1	3.4	-1
COc1ccc(OCCSc2ncccn2)cc1	18	-2	94	93	x	1	-50	-7	0.0	-15
COc1cccc(-c2cc(C(=O)NCCCn3ccnc3)c3ccccc3n2)c1	9	x	92	93	-6	3	-7	2	-2.6	2
Cc1ccc(S(=O)(=O)NCC(=O)OCc2nnc(-c3ccccc3)o2)cc1C	7	6	96	90	x	-2	-27	7	-2.2	-5
Cc1ccc(S(=O)(=O)CCc2nc3ccccc3s2)cc1C	6	-4	98	103	0	9	-38	4	-1.2	-4
Cc1ccccc1OCC(=O)Nc1cccc(N(C)S(C)(=O)=O)c1	24	5	83	87	0	0	-37	-7	-1.4	-20
CCOC(=O)Cc1csc(NC(=O)CSc2nnnn2-c2ccc(F)cc2)n1	8	x	100	99	2	6	-24	0	0.2	-12
Cc1c(C)n(C)c2ccc([N+](=O)[O-])cc12	11	-25	94	98	x	2	13	3	0.7	-30
CCc1ccc(OCC(=O)NC(NC(=S)Nc2ccc(Cl)cc2)C(Cl)(Cl)Cl)cc1 (centres undefined)	3	x	8	25	x	-3	-20	-11	-4.6	7

An excerpt from above in order of their number in NPY-Y2 antag, high to low:
SMILES	NPY-Y2 antag
CCCn1c(SCC(=O)NCCc2ccccc2)nnc1-c1ccco1	6
Cc1nnc(SCC(=O)Nc2sccc2C#N)n1Cc1ccccc1	2
CCCCC(=O)Nc1cccc(NC(=O)c2ccccc2Br)c1	1

Later entries.
SMILES	Measles CPE	E-sel TNF inh	PTEN del growth	bCat KO growth	Phagocyt inh	NPY-Y2 antag	BB579 growth dn	GALR2 blocker	MRP-1 activ	Yeast life ext
CCn1cc(C(=O)N2CCN(c3ccccn3)CC2)c2cc(OC)c(OC)cc2c1=O	3	-5	101	102	0	2	-38	-6	-0.5	-2
O=C(O)CS(=O)(=O)CC(=O)O	11	15	96	103	0	3	-17	-7	-0.6	-10
Cc1ccc(/C=N/NC(=O)Cn2cnc3ccccc32)o1	9	-13	88	94	-1	1	-33	1	-2.7	-8
Cc1ccccc1Cn1ccc(NC(=O)c2onc(C)c2Cl)n1	6	-40	109	101	x	4	-14	8	-0.6	-5
CCC(C)Sc1nnc(Cc2cc(=O)[nH]c(=O)[nH]2)n1-c1ccc(OC)cc1 (centres undefined)	20	x	105	91	0	3	-1	5	2.1	-8
COc1cccc(NC(=O)CN(C)C(=O)c2ccc3ccccc3c2)c1	9	-17	94	92	0	7	-58	2	-1.2	11
O=C(Oc1cncc(Cl)c1)c1ccco1	4	9	101	90	x	3	4	17	-1.7	x
COc1ccc([N+](=O)[O-])cc1NC(=O)/C=C/C(=O)O	2	5	89	84	-5	7	-17	-10	0.3	-3
O=C(CSc1nnnn1Cc1ccccc1)NCCc1ccccc1	19	-16	104	100	1	10	-25	8	-0.1	-13
CC/C(CC(C)(C)c1ccccc1)=N\O	2	40	83	80	0	0	-44	3	-1.5	2
COc1cccc(C2=CC(c3ccc(N(C)C)cc3)n3nnnc3N2)c1 (centres undefined)	2	x	23	20	-2	13	18	8	-5.5	-14
COc1ccc(C(=O)OCC2CC(c3ccccc3)N(C)O2)cc1 (centres undefined)	2	21	98	106	x	0	-32	3	1.9	0
CCCc1[nH][nH]c(=O)c1C(c1ccc(Br)cc1)C(C#N)C#N (centres undefined)	14	-4	94	93	0	9	-43	3	-0.7	28
Cc1cccc(CC(Cc2nc3ccccc3[nH]2)c2nc3ccccc3[nH]2)c1 (centres undefined)	13	51	60	58	0	5	-30	-11	-2.3	-12
O=C(CCC(=O)Nc1ccccc1)NNC(=O)COc1ccccc1	17	x	94	89	-3	0	-6	3	-1.1	-3
Cn1c(=O)c2ncn(CC(=O)Nc3cc(C(F)(F)F)ccc3N3CCOCC3)c2n(C)c1=O	8	-3	84	86	2	-1	5	-9	-6.1	-20
CCOC(=O)CN1C(=O)C(C)(C)Oc2ccc(C(=O)Nc3ccccc3OC)cc21	12	-30	85	84	0	1	-14	9	5.3*	-6
CS(=O)(=O)N1CCN(c2nc(-c3ccccc3)cs2)CC1	22	10	93	100	-1	6	-5	0	-1.1	-10
CCOC(=O)CSc1nc2ccc(NC(C)=O)cc2s1	4	-57	102	96	-1	-1	-39	3	-0.5	-8
CS(=O)(=O)N(CC(=O)N1CCC(C(N)=O)CC1)C1CCCCC1	5	13	114	107	-4	-2	3	2	1.5	-7
Cc1occc1C(=O)Nc1cccc2ccccc12	9	-10	84	77	x	0	-9	17	0.3	-12
Cc1cc2ncn(N)c2cc1C	3	-4	105	91	0	4	-46	2	-0.9	0
O=S(=O)(N1CCOCC1)n1cnc2ccccc21	4	4	95	96	0	3	-39	6	0.2	1
O=C(NCCN1C(=O)S/C(=C\c2ccc(F)cc2)C1=O)C1CCN(S(=O)(=O)c2cccs2)CC1	6	x	96	96	-2	9	-54	14	-1.5	-2
Cn1c(C(=O)Nc2ccc3c(c2)OCO3)cc2sccc21	17	-20	80	94	-1	1	-25	4	-4.3	-12

One compound at a time, from the list above.
Shown for CS(=O)(=O)N1CCN(c2nc(-c3ccccc3)cs2)CC1 = Measles CPE = 22; E-sel TNF inh = 10; PTEN del growth = 93; bCat KO growth = 100; Phagocyt inh = -1; NPY-Y2 antag = 6; BB579 growth dn = -5; GALR2 blocker = 0; MRP-1 activ = -1.1; Yeast life ext = -10
Shown for COc1cccc(C2=CC(c3ccc(N(C)C)cc3)n3nnnc3N2)c1 (centres undefined) = Measles CPE = 2; E-sel TNF inh = x; PTEN del growth = 23; bCat KO growth = 20; Phagocyt inh = -2; NPY-Y2 antag = 13; BB579 growth dn = 18; GALR2 blocker = 8; MRP-1 activ = -5.5; Yeast life ext = -14
Shown for Cc1ccccc1Cn1ccc(NC(=O)c2onc(C)c2Cl)n1 = Measles CPE = 6; E-sel TNF inh = -40; PTEN del growth = 109; bCat KO growth = 101; Phagocyt inh = x; NPY-Y2 antag = 4; BB579 growth dn = -14; GALR2 blocker = 8; MRP-1 activ = -0.6; Yeast life ext = -5

Filtered by structure: those above containing fluorine.
SMILES	Measles CPE	E-sel TNF inh	PTEN del growth	bCat KO growth	Phagocyt inh	NPY-Y2 antag	BB579 growth dn	GALR2 blocker	MRP-1 activ	Yeast life ext
Nc1nc(-c2ccc3ccccc3c2)c(C2(O)C(=O)Nc3c(Br)cc(F)cc32)s1 (centres undefined)	11	-21	83	86	x	0	-76	-3	-1.1	-5
CCOC(=O)Cc1csc(NC(=O)CSc2nnnn2-c2ccc(F)cc2)n1	8	x	100	99	2	6	-24	0	0.2	-12
Cn1c(=O)c2ncn(CC(=O)Nc3cc(C(F)(F)F)ccc3N3CCOCC3)c2n(C)c1=O	8	-3	84	86	2	-1	5	-9	-6.1	-20
O=C(NCCN1C(=O)S/C(=C\c2ccc(F)cc2)C1=O)C1CCN(S(=O)(=O)c2cccs2)CC1	6	x	96	96	-2	9	-54	14	-1.5	-2

Carrying on:
SMILES	Measles CPE	E-sel TNF inh	PTEN del growth	bCat KO growth	Phagocyt inh	NPY-Y2 antag	BB579 growth dn	GALR2 blocker	MRP-1 activ	Yeast life ext
O=C(CN1C(=O)CCC1=O)NCC12CC3CC(CC(C3)C1)C2	10	-22	76	70	-2	0	-4	-23	-8.0	12
CCOC(=O)CC(NC(=O)c1cc2cc(Cl)cc(Cl)c2oc1=O)c1cccc([N+](=O)[O-])c1 (centres undefined)	4	x	98	88	-5	1	-9	-10	1.2	-1
C=CCN=C1NN=C(c2cc(C)n(CC=C)c2C)CS1	33	-1	75	79	0	2	-30	10	-3.1	2
CN(C)C(=O)COc1ccc2ccc(=O)oc2c1	6	5	86	95	-1	-1	22	1	-0.7	-1
CCC(=O)Nc1ccc(C(=O)N/N=C/c2ccc([N+](=O)[O-])cc2)cc1	3	x	72	83	5	2	-1	10	-2.1	1
CSc1ccccc1NC(=O)CN(c1ccccc1)S(=O)(=O)N(C)C	10	-34	98	100	1	7	-43	6	-1.1	-7
CCOC(=O)c1cnc(-n2nc(C)cc2C)nc1NNc1cc(C)nc(-c2ccccc2)n1	2	11	6	3.4*	0	2	64*	-10	-2.8	-6
COc1ccc(NC(=O)/C(=C\c2cc(OC)c(OC)cc2[N+](=O)[O-])NC(=O)c2ccccc2)cc1	2	-27	93	89	x	3	-4	-1	-3.4	-13
Cc1[nH]c2ccccc2c1NC(=O)CN1CCN(c2cccc(C(F)(F)F)c2)CC1	9	-11	66	81	-1	1	-19	-4	-6.6	-12

Screening data: PubChem BioAssay, several laboratories
